S3 lipid droplet = qHTS Assay for Lipid Storage Modulators in Drosophila S3 Cells; actives 0.64% (n = 320,000); Potency in µM for hits, for the others lipid storage change, negative = inhibition, % at the top dose, mostly 46.1 µM; AID 2685; Drosophila S3 cells, BODIPY lipid droplet fluorescence, 18-24 h; cells fed with added oleic acid; active = well fitted inhibition curve with a large enough effect in the signal ratio, with a control signal flat, not every such curve was filed as active; inconclusive = small, poorly fitted or top-dose-only effect, or effect the other way, or a change in a side signal; the % refers to the signal ratio
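Laser-scanning cytometry quantifies lipid droplet accumulation (500–530 nm total intensity; droplet/cell object ratio) in oleic acid-fed (400 uM added) Drosophila S3 cells treated with a concentration series. 20 uM Triacsin C defined 100% inhibition.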
S3 lipid droplet cell count max = also measured in S3 lipid droplet; calls as there; cell number change, %; measured here: cell count max response;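 cells counted by Cell Tracker Red CMTPX staining in the red channel; peak over a dose series mostly up to 46.1 µM; percent activity relative to internal control wells on each plate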
* = called active by the depositor; i = inactive; ? = inconclusive; nt = not tested or not shown; [ ] = remark or other dose. % is scaled to controls: 0 for no effect and ±100 for the full control effect; potency is read from the fitted curve at half-maximal effect. This is a subset; the hit share may differ from the screen's.

Values run as follows: S3 lipid droplet | S3 lipid droplet cell count max
CN(C)CC(CCC(CN(C)C)C(=O)c1ccccc1)C(=O)c1ccccc1 (configuration not stated)
    ? | nt
Cc1cccc(C)c1NC(=O)CC(NCc1ccco1)C(=O)O (configuration not stated)
    ? | nt
CCO[C@H]1OC(C(=O)N2CCCCCCC2)=C[C@@H](C)[C@@H]1CCCO
    14.8% | -0.4
N#C/C(=C\c1ccc(N2CCOCC2)o1)C(=O)NCCc1ccccc1
    ? | nt
Cc1cccc(CSc2nnnn2-c2ccccc2)c1
    ? | nt
COc1ccccc1-n1cnnc1SCC(=O)c1c[nH]c2ccccc12
    -7.4% | 4.5
Cc1ccc(S(=O)(=O)n2nc(OC(=O)C(C)(C)C)cc2N)cc1
    ? | nt
CCC(C)(C)n1nnnc1C(c1cc2ccc(OC)cc2[nH]c1=O)N1CCc2ccccc2C1 (configuration not stated)
    -3.0% | -8.2
COc1cc(OC)cc(C(=O)NCC2CCCN(Cc3ccc(SC)cc3)C2)c1 (configuration not stated)
    i | 8.8
CCOCCCNC(=O)C(NC(=O)c1ccc(NC(C)=O)cc1)c1ccc(OC)cc1 (configuration not stated)
    -3.6% | 3.6
CCn1c(=O)c2cc(S(=O)(=O)NC3CCCCC3)ccc2n(CC)c1=O
    ? | nt
N#Cc1ccccc1OCC(=O)N1N=C(c2cccs2)CC1c1ccco1 (configuration not stated)
    ? | nt
Cn1c(CC(=O)Nc2ccccc2C(F)(F)F)c(Sc2ccccc2)c2ccccc21
    ? | nt
C=CCN(CC=C)C(=S)Nc1cc(Cl)ccc1OC
    -3.6% | 11.4
COc1ccc(C(=O)N/C(=C\c2cn(S(=O)(=O)N(C)C)c3ccccc23)C(=O)N2CCOCC2)cc1
    i | nt
Cc1sc2nc(-c3cccs3)nc(N3CCCN(C)CC3)c2c1C
    ? | nt
CCOCCCNC(=S)NCCCNc1nc2ccc(C)cc2cc1C#N
    -0.2% | 4.3
CCOc1ccccc1NC(=O)c1cnc2n(c1=O)CCS2
    ? | nt
CN(CCCC1CCCC1)C(=O)c1cc(COc2ccc(F)cc2F)on1
    -23.9% | 15.8
CCOc1ccc(N2CC(C(=O)N/N=C/c3sccc3C)CC2=O)cc1 (configuration not stated)
    ? | nt
Cc1ccc(C(=O)N(CC(=O)Nc2ccc(Cl)c(Cl)c2)Cc2ccco2)cc1
    0.2% | 18.7
O=C(Cn1cc2c(n1)CCCC2)NC1CCN(Cc2ccccc2)CC1
    ? | nt
CCCn1nnc(NC(=O)c2ccc(-c3cc(Cl)ccc3Cl)o2)n1
    ? | nt
CCCS(=O)(=O)N1CCC(C(=O)NCCc2ccc(C)cc2)CC1
    i | nt
O=S(=O)(c1ccc(NC(=S)NCCc2ccccc2)cc1)N1CCOCC1
    ? | nt
COc1ccc(CNC(=O)[C@H](C)NC(=O)C2CCN(C(=O)[C@H](CCSC)NC(=O)OC(C)(C)C)CC2)cc1
    ? | nt
CCN(CC)C(=O)C1CCCN(c2ccccc2[N+](=O)[O-])C1 (configuration not stated)
    5.3% | 5.5
COc1cc2c(cc1OC)CN(C(=O)CCCOc1ccc(Cl)cc1Cl)CC2
    ? | nt
COc1ccc(N(CC(=O)Nc2ccc(C)cc2C)S(=O)(=O)c2c(C)n[nH]c2C)cc1
    ? | nt
Nn1c(Cc2cccc3ccccc23)nnc1SCC(=O)N1CC(=O)Nc2ccccc21
    ? | nt
CN(C)CCNc1ncnc2c1cnn2-c1ccc(Cl)cc1
    ? | nt
O=C(CNCc1ccc(Cl)cc1)NCc1ccco1
    ? | nt
COc1cc(C(=O)Nc2cccc3ncccc23)cc(OC)c1OC
    i | -19.9
CN1CCN(C(CNS(=O)(=O)c2ccc([N+](=O)[O-])cc2)c2ccc(F)cc2)CC1 (configuration not stated)
    21.0%[0.0737 µM] | -17.2
O=C(Nc1ccccc1O)c1ccccc1O
    ? | nt
Cc1ccc(NCc2nnc(SCC(=O)Nc3ccccc3)n2CC2CCCO2)c(C)c1 (configuration not stated)
    i | -7.5
Cc1cccn2cc(-c3ccc4c(c3)NC(=O)CO4)nc12
    -2.9% | -14.3
CC(=O)NC(=S)Nc1ccccc1N1CCN(C(=O)c2ccccc2)CC1
    ? | nt
O=C(NCc1ccco1)c1nc2c(nnn2Cc2cccc(Cl)c2)c(=O)[nH]1
    ? | nt
CN(C)CCNC(=O)c1cccc(S(=O)(=O)Nc2ccccc2F)c1
    18.9% | -19.9
CCC(=O)Nc1nnc(SCc2ccc(F)cc2)s1
    7.0% | 12.6
CCOC(=O)c1c(C)[nH]c(C)c1C(=O)CSc1nnc(-c2ccc(OC(F)F)cc2)o1
    ? | nt
O=C(Cc1n[nH]c(=O)c2ccccc12)NCc1ccccc1
    ? | nt
O=C(c1cccc([N+](=O)[O-])c1)N1CCN(C/C=C/c2ccccc2)CC1
    7.5% | 1.1
CCOc1ccccc1CN1CCNC(=O)C1CC(=O)N(C)CCc1cnn(C)c1 (configuration not stated)
    i | -1.2
CCCOC(=O)c1c(NC(=O)/C=C/c2cnn(C)c2C)sc(C(=O)OCC)c1C
    5.8% | -0.7
S=C(N/N=C/c1cccc2ccccc12)Nc1cccc(Cl)c1
    11.7% | 11.3
CN(C)CCn1c(NC(=O)c2ccc(Cl)cc2)nc2ccccc21
    i | 16.6
CCC(C)c1ccc(NC(=O)C2CCCN(c3ncccn3)C2)cc1 (configuration not stated)
    -2.5% | -9.7
Cc1ccccc1Nc1nc(-c2sc(NC(=O)c3cccc(Cl)c3)nc2C)cs1
    ? | nt
COc1ccc(CCNC(=O)[C@H](CCSC)NC(=O)N2CCn3c2nc2ccccc23)cc1OC
    -13.2% | 14.4
CCn1c2ccccc2c2cc(NC(=O)CSc3nnc(-c4cccc(Cl)c4)o3)ccc21
    2.9% | -25.6
O=C(NCCN1CCCC1)c1ccc(Cl)cc1Cl
    ? | nt
COc1cc(C(=O)Oc2cc(N)n(S(=O)(=O)c3ccc(F)cc3)n2)cc(OC)c1OC
    i | 19.8
CCN(CC)Cc1c(O)ccc2c(=O)c(-c3ccc(Cl)cc3)coc12
    i | nt
O=C(NCC(O)c1ccc([N+](=O)[O-])cc1)C(c1ccccc1)c1ccccc1 (configuration not stated)
    2.8% | -18.3
Cc1ccc(C2(c3ccc(C)cc3)CC2C(=O)Nc2ccc([N+](=O)[O-])cc2O)cc1 (configuration not stated)
    ? | nt
CCCCn1nc2cc(C(=O)NCCCCc3ccccc3)ccc2c1OCC
    -12.5% | 1.7
Cc1oc(-c2cccc(Cl)c2)nc1CN1CCC(C(=O)NCc2cccnc2)CC1
    7.4% | -7.8
O=C(CCSc1nnc(-c2ccncc2)o1)Nc1cccc(Cl)c1
    ? | nt

Next results:
Values run as follows: S3 lipid droplet | S3 lipid droplet cell count max
CSCCOC(=O)C1=C(C)Nc2ccc(C)cc2S1
    ? | nt
CC(=O)c1sc(NCCOc2ccc(C)cc2)nc1C
    i | 26.1
COC(=O)CSC1=C(C#N)C(c2ccc3c(c2)OCO3)C2=C(CCCC2=O)N1 (configuration not stated)
    ? | nt
CC(=O)c1ccccc1NC(=O)CN1C(=O)CS/C1=C\c1nc(-c2ccc(C)cc2)cs1
    ? | nt
CCOc1ccccc1NC(=O)CSc1nc(=O)n(Cc2ccncc2)c2c1CCC2
    -21.8%[0.0737 µM] | nt
CCOc1ccc(C2C(C(=O)c3ccco3)=C(O)C(=O)N2CCCn2ccnc2)cc1 (configuration not stated)
    i | nt
Cc1c(N=c2scc(-c3ccccc3)n2C)c(=O)n(-c2ccccc2)n1C
    6.9% | -5.5
CC1(C)Cc2c(sc(NC(=O)C(=O)N3CCCCC3)c2C(N)=O)CO1
    ? | nt
Cc1ccc(C(=O)NCC(=O)OCn2nnc3ccccc3c2=O)cc1
    ? | nt
CC(=O)Nc1ccc(OCC(O)Cn2c3ccccc3c3ccccc32)cc1 (configuration not stated)
    18.5% | 0.2
O=C(/C=C/c1ccc(Cl)cc1Cl)NCCSCc1ccccc1
    ? | nt
O=C(O)CCn1c2ccccc2c2nc3ccccc3nc21
    i | -11.8
O=C(O)CNC(=O)/C(=C\c1ccc2c(c1)OCO2)NC(=O)c1ccc(Br)cc1
    -0.3% | 5.7
O=C1C(C2=NC(C(=O)O)C3C(=O)N(c4ccccc4)C(=O)C23)=C(O)c2ccccc21 (configuration not stated)
    ? | nt
Cc1cccc2nc(C(=O)Nc3cccc(C(=O)NC4CC4)c3)cn12
    -11.6% | -9.6
CCOC(=O)c1c(CC(C)C)csc1/N=C/C1=C(O)CCCC1=O
    ? | nt
O=C(NCc1ccco1)/C(=C/c1ccc(F)cc1)NC(=O)c1ccccc1
    ? | nt
CN(C(=O)CSc1nnc2ccccn12)C1CCS(=O)(=O)C1 (configuration not stated)
    ? | nt
O=C(OCc1ccc(F)cc1)c1cccnc1Cl
    -3.6% | 24.2
Cc1ccc2onc(CC(=O)O)c2c1
    ? | nt
O=S(=O)(c1ccc(F)cc1)N1CCC2(CC1)OCCN2S(=O)(=O)c1cccs1
    ? | nt
COc1cc(C(=O)Nc2ccccc2NC(=O)c2cc(OC)c(OC)c(OC)c2)cc(OC)c1OC
    i | nt
Cc1cc(NC(=O)CN2C(=O)CC(c3ccco3)Sc3ccccc32)no1 (configuration not stated)
    -5.9% | -16.8
COc1cc(C=C(c2nc3ccccc3s2)c2nc3ccccc3s2)cc(OC)c1O
    ? | nt
Cc1nc2c3ccccc3n(Cc3ccccc3F)c2s1
    ? | nt
Cc1cc(C#Cc2c(-c3ccccc3)n(C)c3ccccc23)ccc1F
    ? | nt
CN1c2ccccc2-c2nc3ccccc3n2C1c1ccco1 (configuration not stated)
    ? | nt
Cc1ccc(NC(=O)CN2C(=O)c3ccccc3C2=O)nc1
    -13.3% | -6.4
O=C(NNC(=O)c1cccs1)c1ccc([N+](=O)[O-])cc1
    ? | nt
Cc1ccc(Nc2cc(-n3nc(C)cc3C)ncn2)cc1
    i | nt

At a glance, 2 of the compounds above.
Values run as follows: S3 lipid droplet | S3 lipid droplet cell count max
CCOC(=O)c1c(CC(C)C)csc1/N=C/C1=C(O)CCCC1=O
    ? | nt
O=C(NCc1ccco1)/C(=C/c1ccc(F)cc1)NC(=O)c1ccccc1
    ? | nt

Three of the entries above in order of their number in S3 lipid droplet, high to low.
Values run as follows: S3 lipid droplet | S3 lipid droplet cell count max
O=C(OCc1ccc(F)cc1)c1cccnc1Cl
    -3.6% | 24.2
Cc1cc(NC(=O)CN2C(=O)CC(c3ccco3)Sc3ccccc32)no1 (configuration not stated)
    -5.9% | -16.8
Cc1ccc(NC(=O)CN2C(=O)c3ccccc3C2=O)nc1
    -13.3% | -6.4

(cont.)
Values run as follows: S3 lipid droplet | S3 lipid droplet cell count max
O=C(/C=C/c1cccc(Cl)c1)NCc1cccs1
    ? | nt
CC1(C)Cc2c(c(N3CCCC3)nc3sc4c(N5CCNCC5)ncnc4c23)CO1
    ? | nt
CCCCC(=O)NC(=S)NNC(=O)CC#N
    ? | nt
Cc1cc(=O)oc2cc(OCC(=O)N3CC(C)OC(C)C3)ccc12 (configuration not stated)
    ? | nt
CCc1ccccc1NC(=O)Nc1cccn(Cc2ccccc2F)c1=O
    ? | nt
CCCCC(C(=O)O)C(C)CC(=O)NNC(=O)c1ccco1 (configuration not stated)
    -23.2% | 0.2
CCn1c(=N)n(CC(=O)OC)c2ccccc21
    ? | nt
CC(C)Oc1cccc(C(=O)NC2=NCCS2)c1
    1.8% | 17.5
CCc1cc(CNC(=O)CC2C(=O)NCCN2Cc2cccc(OC)c2)on1 (configuration not stated)
    14.1% | 13.6
CC(O)(CS(=O)(=O)Cc1ccccc1)c1ccccc1Cl (configuration not stated)
    28.6% | 9.0
N=C(N=C(N)N)N1CCc2ccccc21
    19.2% | 8.7
CCCCc1nc2sc3c(c2c(=O)n1NC(=O)c1ccco1)CC(C)(C)OC3
    0.4% | -11.1
CC1=NN(c2nc(-c3ccccc3)cs2)C(=O)C1
    -1.6% | -4.4
COc1cc(OC)cc(C(=O)Nc2cccc(-c3ccc4nncn4n3)c2)c1
    ? | nt
Cc1ccc(CNC(=O)/C=C/c2ccccc2Cl)cc1
    2.0% | -12.0
COC(=O)/C(=C/c1ccco1)NC(=O)c1ccc(Br)o1
    -3.5% | nt
NC(=O)Cc1ccc(C(=O)c2ccccc2F)s1
    ? | nt
O=C(O)c1c2c(nc3ccccc13)/C(=C/c1ccc(O)cc1)CC2
    ? | nt
O=C(COc1ccccc1[N+](=O)[O-])NC1CC1
    20.4% | nt
Cc1nn(Cc2ccccc2)c(C)c1CNC(=O)CN=C1NS(=O)(=O)c2ccccc21
    ? | nt
O=C(COC(=O)CC1CCCC1)Nc1cc2c(cc1Cl)C(=O)c1ccccc1C2=O
    ? | nt
Cc1cccc(NC(=S)N2CCN(Cc3ccccc3)CC2)c1C
    11.6% | nt
OC(CNCc1cccc(Cl)c1)c1ccccc1 (configuration not stated)
    -15.1% | 0.7
COc1cc(/C=N/n2cnn(Cc3ccccc3Cl)c2=S)cc(OC)c1OC
    ? | nt
CC(C)C(=O)NNC(=O)c1csc(-c2cccs2)n1
    24.1% | nt
Cc1cc(NC(=O)CSc2ccc3c(c2)OCCO3)no1
    ? | nt
O=C1C=CCCC1
    ? | nt
O=C(NNc1ccccn1)C(=O)NNS(=O)(=O)c1ccc(Cl)cc1
    i | 13.8
COc1cccc(C(C(=O)NC2CCCC2)N(C(=O)c2ccco2)c2ccccc2)c1OC (configuration not stated)
    ? | nt

High-throughput results as filed in PubChem.
